# Compound activity as filed in PubChem.
# TcdB inh: inhibitors of Clostridioides difficile toxin B glycohydrolase; P18177; TcdB glycohydrolase enzymatic assay, plate reader; inhibition, % at 9.99 µM; hit rate 0.24% among 350,000; in the data active = inhibition above about 10%
# Target sequence (P18177 whole entry, looked up): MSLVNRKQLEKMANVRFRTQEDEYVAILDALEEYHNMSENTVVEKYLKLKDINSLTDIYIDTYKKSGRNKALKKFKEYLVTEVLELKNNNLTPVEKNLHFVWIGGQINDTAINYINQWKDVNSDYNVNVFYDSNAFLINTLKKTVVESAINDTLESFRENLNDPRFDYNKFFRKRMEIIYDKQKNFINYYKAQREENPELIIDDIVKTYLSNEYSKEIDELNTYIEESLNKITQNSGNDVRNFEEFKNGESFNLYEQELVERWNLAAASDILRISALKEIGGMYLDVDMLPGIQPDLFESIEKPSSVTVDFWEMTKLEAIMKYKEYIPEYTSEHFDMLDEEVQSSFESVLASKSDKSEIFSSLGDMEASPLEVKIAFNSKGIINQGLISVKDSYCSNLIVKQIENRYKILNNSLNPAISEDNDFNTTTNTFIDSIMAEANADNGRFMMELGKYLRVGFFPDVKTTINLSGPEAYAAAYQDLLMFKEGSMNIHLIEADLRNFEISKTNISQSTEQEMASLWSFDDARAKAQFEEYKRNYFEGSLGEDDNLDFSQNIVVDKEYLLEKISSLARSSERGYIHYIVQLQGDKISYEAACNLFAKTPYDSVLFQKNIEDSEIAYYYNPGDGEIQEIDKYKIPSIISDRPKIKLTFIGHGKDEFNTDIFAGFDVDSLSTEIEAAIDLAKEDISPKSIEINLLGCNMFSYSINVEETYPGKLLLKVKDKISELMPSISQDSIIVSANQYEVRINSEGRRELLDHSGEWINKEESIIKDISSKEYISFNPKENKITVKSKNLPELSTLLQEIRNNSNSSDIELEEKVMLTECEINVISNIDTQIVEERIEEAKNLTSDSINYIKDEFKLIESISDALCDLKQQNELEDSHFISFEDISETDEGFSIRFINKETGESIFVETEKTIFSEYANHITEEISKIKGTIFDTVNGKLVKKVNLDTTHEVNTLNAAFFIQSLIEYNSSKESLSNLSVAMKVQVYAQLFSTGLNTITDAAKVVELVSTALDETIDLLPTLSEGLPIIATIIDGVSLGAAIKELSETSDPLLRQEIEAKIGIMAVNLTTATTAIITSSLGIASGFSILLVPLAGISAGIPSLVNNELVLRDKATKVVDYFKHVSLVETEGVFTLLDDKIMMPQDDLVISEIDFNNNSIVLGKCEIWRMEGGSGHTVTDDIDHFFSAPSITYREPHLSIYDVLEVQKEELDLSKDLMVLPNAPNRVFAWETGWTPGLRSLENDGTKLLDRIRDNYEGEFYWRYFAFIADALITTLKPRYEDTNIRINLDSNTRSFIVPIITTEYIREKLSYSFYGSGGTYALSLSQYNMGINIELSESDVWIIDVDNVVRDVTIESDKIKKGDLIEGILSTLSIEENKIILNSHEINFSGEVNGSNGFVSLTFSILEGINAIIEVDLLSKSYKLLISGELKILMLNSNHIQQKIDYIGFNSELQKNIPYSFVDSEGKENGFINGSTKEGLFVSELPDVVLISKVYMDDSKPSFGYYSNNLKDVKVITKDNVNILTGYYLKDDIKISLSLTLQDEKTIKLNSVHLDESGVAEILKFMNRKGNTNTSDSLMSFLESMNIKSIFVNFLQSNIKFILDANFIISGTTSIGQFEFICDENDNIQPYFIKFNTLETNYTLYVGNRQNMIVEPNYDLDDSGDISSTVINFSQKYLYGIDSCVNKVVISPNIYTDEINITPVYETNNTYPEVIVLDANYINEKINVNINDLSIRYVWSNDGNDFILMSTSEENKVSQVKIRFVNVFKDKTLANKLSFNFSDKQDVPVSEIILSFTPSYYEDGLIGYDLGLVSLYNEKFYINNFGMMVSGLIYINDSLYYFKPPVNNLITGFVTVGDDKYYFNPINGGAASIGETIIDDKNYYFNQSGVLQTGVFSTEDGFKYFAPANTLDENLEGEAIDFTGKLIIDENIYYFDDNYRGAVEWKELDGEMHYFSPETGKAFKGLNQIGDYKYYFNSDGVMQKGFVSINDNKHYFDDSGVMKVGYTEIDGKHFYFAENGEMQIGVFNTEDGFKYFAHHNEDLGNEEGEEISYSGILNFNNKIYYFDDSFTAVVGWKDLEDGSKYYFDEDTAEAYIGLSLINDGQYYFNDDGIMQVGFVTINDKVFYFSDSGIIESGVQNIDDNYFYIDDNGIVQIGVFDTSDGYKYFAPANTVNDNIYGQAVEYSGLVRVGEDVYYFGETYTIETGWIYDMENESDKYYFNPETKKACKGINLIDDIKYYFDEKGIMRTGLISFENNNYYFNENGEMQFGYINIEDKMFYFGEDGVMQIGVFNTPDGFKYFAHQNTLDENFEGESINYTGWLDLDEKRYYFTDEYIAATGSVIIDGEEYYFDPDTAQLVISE
# Starred values were filed as active, the others as inactive.
SMILES,TcdB inh
COc1ccc(S(=O)(=O)Nc2ccc3c(c2)C(=O)N([C@H](C)CO)C[C@@H](C)[C@H](CN(C)C(=O)c2ccccc2)OCCCC[C@@H](C)O3)cc1,-0.4
O=C(Nc1cccc(F)c1)N1CCCCN2[C@@H](CO)[C@H](c3ccc(C#Cc4cccnc4)cc3)[C@@H]2C1,-0.1
C[C@@H]1CN([C@H](C)CO)C(=O)c2cc(NC(=O)C3CCCCC3)ccc2O[C@H]1CN(C)C(=O)Nc1ccc(F)cc1,1.2
COc1ccc(S(=O)(=O)N2CC[C@@H]3[C@@H](CO)Nc4ccc(-c5cccc(C#N)c5)cc4[C@@H]32)cc1,-0.1
CCCNC(=O)N1C[C@H]2[C@@H](c3ccccc31)[C@@H](CO)N2C(=O)c1ccccc1,0.1
C[C@H](CO)N1C[C@H](C)[C@H](CN(C)Cc2ccc3c(c2)OCO3)Oc2ncc(-c3cccc(C(F)(F)F)c3)cc2C1=O,2.7
O=C(CC1CC1)N1CC2(C1)[C@H](c1ccccc1)[C@@H](CO)N2C(=O)c1ccccn1,0.6
COC(=O)C[C@@H]1C[C@H]2c3cc(NC(=O)Nc4ccc(C(F)(F)F)cc4)ccc3O[C@H]2[C@@H](CO)O1,1.5
CCC(=O)NC[C@H]1[C@@H](c2ccc(-c3ccc(F)cc3)cc2)[C@@H](CO)N1C(=O)CC,1.7
C[C@H](CO)N1C[C@H](C)[C@H](CN(C)C(=O)NC2CCCCC2)Oc2ccc(NC(=O)CCC(F)(F)F)cc2C1=O,-1.1
C[C@@H]1CCCCO[C@@H](CN(C)Cc2ccc(C(F)(F)F)cc2)[C@@H](C)CN([C@@H](C)CO)C(=O)c2cc(NC(=O)CCCN(C)C)ccc2O1,0.5
COc1ccc(CN2C[C@@H](C)[C@H](OC)CN(C)C(=O)c3ccc(NC(=O)C4CC4)cc3OC[C@H]2C)cc1,0.4
O=C(Cc1ccccc1)N1C[C@@H]2[C@H](c3ccccc31)[C@H](CO)N2C(=O)Nc1ccc(F)cc1,0.1
C[C@@H]1CN([C@@H](C)CO)C(=O)c2cccc(NC(=O)C3CC3)c2O[C@@H]1CN(C)Cc1ccc2c(c1)OCO2,1.7
C[C@@H]1CN([C@H](C)CO)S(=O)(=O)c2ccc(-c3cncnc3)cc2O[C@H]1CN(C)C(=O)C1CCC1,-0.1
C[C@@H]1CN([C@@H](C)CO)C(=O)c2cc(C#CC3CC3)cnc2O[C@@H]1CN(C)C(=O)Nc1ccccc1,0.4
CN1CCN(C(=O)C[C@H]2CC[C@H]3[C@@H](COc4ccc(NC(=O)c5ccc(F)c(F)c5)cc4C(=O)N3C)O2)CC1,0.3
O=C(C[C@H]1CC[C@@H]2[C@H](COC[C@H](O)CN2S(=O)(=O)c2ccc(F)cc2)O1)NCCN1CCCCC1,-1.5
C[C@@H]1CN([C@@H](C)CO)S(=O)(=O)c2ccc(C#Cc3cccnc3)cc2O[C@H]1CN(C)C(=O)CN(C)C,-0.2
O=C(Nc1ccc(F)cc1)N1CC(=O)N2[C@H](CO)[C@@H](c3ccc(C#Cc4ccc(F)cc4)cc3)[C@H]2C1,0.0
CCCN(C)C[C@H]1Oc2cc(C#CC(C)C)ccc2S(=O)(=O)N([C@H](C)CO)C[C@@H]1C,0.0
COc1ccc(S(=O)(=O)N(C)C[C@H]2Oc3cc(C4=CCCC4)ccc3S(=O)(=O)N([C@H](C)CO)C[C@@H]2C)cc1,0.2
COC(=O)C[C@@H]1CC[C@@H]2[C@@H](COc3ccc(NS(=O)(=O)c4ccc(C)cc4)cc3C(=O)N2C)O1,-9.8
O=C(C1CCCCC1)N1CC(=O)N2[C@@H](CO)[C@H](c3ccc(C#Cc4cccc(F)c4)cc3)[C@@H]2C1,-2.1
C[C@@H]1CN([C@@H](C)CO)C(=O)c2cc(NC(=O)Nc3ccc(C(F)(F)F)cc3)ccc2O[C@@H](C)CCCCO[C@@H]1CN(C)Cc1ccc(C(=O)O)cc1,-1.4
CCC(=O)N1[C@@H]2c3cccc(=O)n3C[C@@H]2[C@@H](CO)[C@@H]1C(=O)N[C@@H](C)c1ccccc1,-2.4
COc1ccc(S(=O)(=O)N(C)C[C@@H]2OCCCC[C@H](C)Oc3ccc(NC(=O)C4CCCCC4)cc3C(=O)N([C@@H](C)CO)C[C@H]2C)cc1,0.9
CCC(=O)N[C@@H]1CC[C@H](CCNC(=O)Nc2ccc(C(F)(F)F)cc2)O[C@H]1CO,-12
COc1ccc(NC(=O)Nc2cccc3c2O[C@H](CN(C)Cc2ccc(C(F)(F)F)cc2)[C@H](C)CN([C@@H](C)CO)C3=O)cc1,-0.8
CS(=O)(=O)Nc1ccc2c(c1)[C@H]1C[C@@H](CC(=O)NCc3ccc(Oc4ccccc4)cc3)O[C@H](CO)[C@H]1O2,0.6
N#C[C@H]1[C@@H](c2ccccc2)[C@H](CO)N1C(=O)Cc1ccccc1,0.9
Cc1noc(C)c1NC(=O)N(C)C[C@@H]1OCCCC[C@H](C)Oc2ccc(NC(=O)Cc3ccccc3)cc2C(=O)N([C@@H](C)CO)C[C@H]1C,1.0
CN(C)c1ccc2c(c1)[C@@H]1C[C@H](CC(=O)NCc3cccc(F)c3)O[C@@H](CO)[C@@H]1O2,-38
Cc1ccc(S(=O)(=O)N2C[C@H](O)COC[C@@H]3O[C@@H](CC(=O)NCc4ccc5c(c4)OCO5)CC[C@H]32)cc1,-1.1
O=C(N[C@@H]1C[C@@H]2O[C@H](CO)CC[C@@H]2O[C@@H]1CCc1ccc(-c2cccnc2)cc1)c1cccc(F)c1,-0.2
CCC(=O)Nc1ccc2c(c1)C(=O)N(C)C[C@@H](OC)[C@@H](C)CN(C(=O)c1ccc(F)cc1)[C@H](C)CO2,-2.3
O=C(Nc1ccc2c(c1)[C@H]1C[C@@H](CC(=O)N3CCCCC3)O[C@@H](CO)[C@H]1O2)C1CCC1,0.9
CCC(=O)Nc1ccc2c(c1)OC[C@H](C)N(Cc1ccccc1OC)C[C@H](C)[C@H](OC)CN(C)C2=O,-6.1
CN1CCN(C(=O)C[C@H]2C[C@@H]3c4cc(NC(=O)Nc5ccc(F)cc5)ccc4O[C@@H]3[C@@H](CO)O2)CC1,-0.3
O=C(NCC[C@H]1CC[C@@H](NS(=O)(=O)c2ccc(F)cc2)[C@@H](CO)O1)Nc1ccc(Cl)cc1,-0.5
COc1ccc(NC(=O)Nc2ccc3c(c2)C(=O)N([C@@H](C)CO)C[C@@H](C)[C@@H](CN(C)Cc2ccncc2)OCCCC[C@@H](C)O3)cc1,0.4
CCC(=O)Nc1ccc2c(c1)OC[C@H](C)N(C(=O)CN1CCOCC1)C[C@@H](C)[C@@H](OC)CN(C)C2=O,-1.9
CN(C)CCCNC(=O)C[C@@H]1CC[C@@H]2[C@H](COC[C@@H](O)CN2C(=O)c2ccncc2)O1,0.3
O=C(C[C@@H]1C=C[C@H](NS(=O)(=O)c2ccc(F)cc2)[C@H](CO)O1)NCCc1ccncc1,-0.5
C[C@H]1CN([C@@H](C)CO)C(=O)Cc2cc(NC(=O)c3ccncc3)ccc2O[C@@H]1CN(C)C(=O)Nc1ccccc1,0.5
O=C(C[C@H]1CC[C@@H]2[C@H](COC[C@@H](O)CN2C(=O)c2ccccc2F)O1)NCc1ccc(Cl)c(Cl)c1,0.5
C[C@@H]1CN([C@@H](C)CO)C(=O)Cc2cc(NC(=O)Nc3ccccc3)ccc2O[C@@H]1CN(C)C(=O)Nc1ccc2c(c1)OCO2,-0.5
Cc1ccc(S(=O)(=O)N(C)C[C@@H]2Oc3c(NS(=O)(=O)c4cn(C)cn4)cccc3C(=O)N([C@H](C)CO)C[C@@H]2C)cc1,-0.3
O=C(C[C@@H]1CC[C@H](NS(=O)(=O)c2ccc(F)cc2)[C@H](CO)O1)N1CCC(Cc2ccccc2)CC1,-0.7
C[C@@H]1CN([C@@H](C)CO)C(=O)Cc2cc(NC(=O)C3CC3)ccc2O[C@@H]1CN(C)C(=O)Nc1ccc(C(F)(F)F)cc1,2.2

# Compounds listed so far that contain a cyano group (2):
SMILES,TcdB inh
COc1ccc(S(=O)(=O)N2CC[C@@H]3[C@@H](CO)Nc4ccc(-c5cccc(C#N)c5)cc4[C@@H]32)cc1,-0.1
N#C[C@H]1[C@@H](c2ccccc2)[C@H](CO)N1C(=O)Cc1ccccc1,0.9

# Next entries:
SMILES,TcdB inh
O=C(C[C@@H]1C[C@H]2c3cc(NC(=O)CC4CC4)ccc3O[C@H]2[C@@H](CO)O1)NCc1ccc(Cl)cc1,-0.7
COc1ccc(CN(C)C[C@H]2OCCCC[C@H](C)Oc3ccc(NS(=O)(=O)c4cn(C)cn4)cc3C(=O)N([C@H](C)CO)C[C@H]2C)cc1,-0.5
O=C(C[C@H]1CC[C@H](NC(=O)C2CC2)[C@H](CO)O1)NCc1ccccc1Cl,1.0
C[C@H](CO)N1C[C@H](C)[C@@H](CN(C)Cc2ccccc2)Oc2ncc(-c3cncnc3)cc2C1=O,3.3
COc1ccc(NC(=O)Nc2ccc3c(c2)C(=O)N([C@H](C)CO)C[C@H](C)[C@H](CN(C)Cc2ccc(C(=O)O)cc2)O3)cc1,-0.7
CO[C@H]1CN(C)C(=O)c2cc(NC(=O)C3CCOCC3)ccc2OC[C@H](C)N(C(C)=O)C[C@@H]1C,-0.6
CCCN1C[C@@H](C)[C@@H](OC)CN(C)C(=O)c2ccc(NC(=O)c3cccc(OC)c3)cc2OC[C@H]1C,1.0
C[C@@H]1CCCCO[C@@H](CN(C)S(=O)(=O)c2cccs2)[C@@H](C)CN([C@H](C)CO)C(=O)c2cc(NS(=O)(=O)c3ccc(F)cc3)ccc2O1,0.1
C[C@H]1CN([C@@H](C)CO)C(=O)c2c(c3ccccc3n2C)-c2ccccc2CO[C@H]1CN(C)C(=O)Nc1ccnc(N2CCOCC2)c1,1.0
CO[C@@H]1CN(C)C(=O)c2cc(NC(=O)c3cccc(F)c3)ccc2OC[C@@H](C)NC[C@H]1C,-8.7

# Reformatted bar-delimited: three of the compounds above.
structure | TcdB inh
C[C@@H]1CN([C@@H](C)CO)C(=O)Cc2cc(NC(=O)Nc3ccccc3)ccc2O[C@@H]1CN(C)C(=O)Nc1ccc2c(c1)OCO2 | -0.5
C[C@@H]1CN([C@@H](C)CO)C(=O)c2cc(C#CC3CC3)cnc2O[C@@H]1CN(C)C(=O)Nc1ccccc1 | 0.4
O=C(N[C@@H]1C[C@@H]2O[C@H](CO)CC[C@@H]2O[C@@H]1CCc1ccc(-c2cccnc2)cc1)c1cccc(F)c1 | -0.2

# The listing picks up with the two entries that preceded the break.
SMILES,TcdB inh
C[C@H]1CN([C@@H](C)CO)C(=O)c2c(c3ccccc3n2C)-c2ccccc2CO[C@H]1CN(C)C(=O)Nc1ccnc(N2CCOCC2)c1,1.0
CO[C@@H]1CN(C)C(=O)c2cc(NC(=O)c3cccc(F)c3)ccc2OC[C@@H](C)NC[C@H]1C,-8.7
O=C(CCN1CCCCC1)N[C@H]1C=C[C@H](CC(=O)N2CCC(Cc3ccccc3)CC2)O[C@@H]1CO,0.4
C[C@H](CO)N1C[C@H](C)[C@H](CN(C)CC2CCCCC2)OCCCC[C@H](C)Oc2ccc(NS(=O)(=O)c3cccs3)cc2C1=O,-0.7
COCC(=O)N(C)C[C@H]1Oc2ncc(-c3ccccc3OC)cc2C(=O)N([C@H](C)CO)C[C@@H]1C,0.3
C[C@@H]1CN([C@H](C)CO)C(=O)Cc2cc(NS(=O)(=O)c3ccc(Cl)cc3)ccc2O[C@H]1CN(C)S(=O)(=O)c1ccc(Cl)cc1,-1.1
C[C@@H]1CN([C@@H](C)CO)C(=O)c2ccccc2-c2ccccc2CO[C@@H]1CN(C)C(=O)Nc1ccccc1,0.8
O=C(c1ccccc1F)N1C[C@H]2O[C@H](CNS(=O)(=O)c3ccccc3)CC[C@H]21,-0.9
COCC#Cc1ccc2c(c1)O[C@H](CN(C)S(=O)(=O)c1ccc(OC)cc1)[C@H](C)CN([C@@H](C)CO)S2(=O)=O,-0.8
COc1ccc(NC(=O)Nc2ccc3c(c2)C(=O)N([C@@H](C)CO)C[C@H](C)[C@@H](CN(C)Cc2ccc(C(=O)O)cc2)O3)cc1,-0.3
O=C(Cc1cccnc1)N1CCCCN2[C@@H](CO)[C@@H](c3ccc(C#CC4(O)CCCC4)cc3)[C@@H]2C1,-0.7
CCN1[C@@H]2Cn3c(ccc(-c4ccc(F)cc4)c3=O)[C@H]1[C@@H](C(=O)Nc1nccs1)[C@@H]2CO,-0.3

# Reprinted at random: four records from the list, in no set order.
SMILES,TcdB inh
C[C@@H]1CN([C@H](C)CO)C(=O)Cc2cc(NS(=O)(=O)c3ccc(Cl)cc3)ccc2O[C@H]1CN(C)S(=O)(=O)c1ccc(Cl)cc1,-1.1
CCN1[C@@H]2Cn3c(ccc(-c4ccc(F)cc4)c3=O)[C@H]1[C@@H](C(=O)Nc1nccs1)[C@@H]2CO,-0.3
O=C(c1ccccc1F)N1C[C@H]2O[C@H](CNS(=O)(=O)c3ccccc3)CC[C@H]21,-0.9
C[C@@H]1CN([C@@H](C)CO)C(=O)c2ccccc2-c2ccccc2CO[C@@H]1CN(C)C(=O)Nc1ccccc1,0.8

# Going on with the list.
SMILES,TcdB inh
C[C@@H]1CCCCO[C@@H](CN(C)C(=O)Nc2ccccc2)[C@H](C)CN([C@@H](C)CO)C(=O)c2cc(NC(=O)Cc3ccccc3)ccc2O1,-0.8
C[C@@H](O)C#Cc1ccc([C@H]2[C@H](CO)N3CCCCN(C(=O)c4ccc5c(c4)OCO5)C[C@@H]23)cc1,0.4
O=C(C[C@H]1CC[C@H](NC(=O)C2CC2)[C@H](CO)O1)NCCCN1CCOCC1,-1.3
CO[C@@H]1CN(C)C(=O)c2cc(NS(C)(=O)=O)ccc2OC[C@@H](C)N(C(=O)C2CCCC2)C[C@H]1C,1.4
CN1CCN(C(=O)C2=C[C@@H](c3ccc4c(c3)OCO4)C[C@@H](OCCCCO)O2)CC1,0.4
CCCC(=O)Nc1ccc2c(c1)C(=O)N(C)[C@H]1CC[C@H](CC(=O)NC3CCCC3)O[C@H]1CO2,-1.7
O=C(CN1CCOCC1)N1CCCCN2[C@H](CO)[C@H](c3ccc(C#Cc4ccccc4F)cc3)[C@@H]2C1,0.6
CCCC#Cc1ccc([C@@H]2[C@@H](C#N)N(C(=O)C3CCOCC3)[C@H]2CO)cc1,-17
CN1c2ccc(-c3ccccc3)cc2[C@@H]2[C@@H](CCN2S(=O)(=O)c2ccccc2F)[C@H]1CO,0.0
CC(C)NC(=O)N(C)C[C@H]1OCCCC[C@H](C)Oc2ccc(NS(C)(=O)=O)cc2C(=O)N([C@@H](C)CO)C[C@@H]1C,-2.7

# This is a subset (hit frequency here may not be typical).
